From PubChem
NCI-60 one-dose screen, 48 h, at 10 µM unless noted. Numbers give growth in % (100 = growth as untreated, 0 = no growth, -100 = all killed).
HL-60(TB) = HL-60(TB) leukemia cells | 78,000 tested, 9% active | AID 1794776; active means growth percent below 10
* hit, by the source's call; & = joins results of further samples.

SMILES	HL-60(TB)
CCOC(=O)c1ccc(N=C(N)N)cc1	103
CN1CCc2c(sc3ncnc(N/N=C/c4ccc(Cl)cc4Cl)c23)C1	-50*
COc1cc(-c2nc3ccc(/C=C/C(=O)c4cc(F)cc(F)c4)cc3s2)ccc1F	59
O=C(C[n+]1ccc(/C=C/c2ccncc2)cc1)c1ccc(Br)cc1	65
O=C(/C=C/c1ccc(I)cc1)c1c(O)ccc2ccccc12	91
C=C(C)[C@@H]1CC[C@]2(C(=O)O)CC[C@]3(C)[C@H](CC[C@@H]4[C@@]5(C)C[C@@H](CC#Cc6ccc([N+](=O)[O-])cc6)[C@H](O)C(C)(C)[C@@H]5CC[C@]43C)[C@@H]12	22
BrCc1ccc(CCc2ccc(CBr)cc2)cc1	91
O=C(N/N=C/c1ccc(-c2cccc([N+](=O)[O-])c2)s1)c1[nH]c2ccc(Br)cc2c1-c1ccccc1	81
CC1=CC2OC34COC3CC(OC(=O)C(F)(F)F)C4(C)C2(C)CC1 (stereo unspecified)	114
CCCSc1nc(NC2CC2)c(C#N)c(-c2ccc(C(C)C)cc2)n1	36
Nc1cc(C(F)(F)F)ccc1F	108
CCCCCCCCCC=O	83
C=C1C(=O)O[C@H]2[C@H]1CC/C(COC(=O)/C=C/C(=O)OC/C1=C/CC[C@@]3(C)O[C@H]3[C@H]3OC(=O)C(=C)[C@@H]3CC1)=C\CC[C@@]1(C)O[C@@H]21	-24*
COc1ccc(Cn2nc(-c3ccccc3)c3c2CCc2cnoc2-3)cc1	69
Cc1cc2nc(/C=C/c3nc4cc(C)c(C)cc4[nH]3)[nH]c2cc1C	133
C/C=C1/C[N+]2(CCl)CC[C@@]34C[C@H]5[C@@H]6C[C@H]7c8c(c9ccccc9n8C)C[C@@H]([C@@H]6CO[C@@]5(C)O[C@@]35[C@@H]2C[C@@H]1[C@@H](C(=O)OC)N5c1ccccc14)N7C (stereo partly specified)	54
C[Si](C)(CCC(=O)O)O[Si](C)(C)CCC(=O)O	84
CCN(CC)CCC(C)Cl (stereo unspecified)	104
CCCCOc1ccccc1N	116
Cc1cc[n+](CCc2ccccc2)cc1C	78
COc1cc(C2CC(c3ccc(F)cc3)=NN2C=O)ccc1OCc1cc(OC)c(OC)c(OC)c1 (stereo unspecified)	97
O=C(O)c1cc(=S)nc[nH]1	103
CC(C)(c1ccc(O)cc1)c1ccc(O)c(C(=O)O)c1	100
CCOC(=O)C1=C(C)NC(SCc2nc(C)c(C)nc2C)N=C1c1ccccc1Cl (stereo unspecified)	79
O=[N+]([O-])c1cc2c(c3cccnc13)COCO2	111
CC(C)(C)c1cc(C(C)(C)C)cc(S(=O)(=O)Nc2cc3ccccc3cc2C(=O)NCCN)c1	-20*
c1csc(-c2ccc(CNc3c4ccccc4nc4ccccc34)cc2)c1	-57*
CN1CCN(C(=O)N/C(N)=N/c2nc3ccccc3s2)CC1	60
COc1ccc2c(c1)CCC1=C2NC(=S)NC1c1cc(I)c(O)c(OC)c1 (stereo unspecified)	42
Nc1n[nH]c2cc(F)c([C@@H]3Nc4ccc5[nH]ncc5c4[C@H]4C5CCC(C5)[C@@H]34)cc12 (stereo partly specified)	-22*
Cc1cc(C)nc(/N=C(\N)Nc2ccc(S(=O)(=O)Nc3nc(C)cc(C)n3)cc2)n1	95
CCOC(=O)Nc1nnc(SCC(=O)Nc2ccc3oc(=O)ccc3c2)s1	104
O=C1NCC(Nc2ccccc2)C(=O)N1 (stereo unspecified)	102
NC(=O)NCCO	109
CC(C)c1nc(N(C)S(C)(=O)=O)nc(-c2ccc(F)cc2)c1/C=C/[C@@H](O)C[C@@H](O)CC(=O)O	114
CCCC1=CCCC1	100
CSc1c(-c2nc3ccccc3s2)c(N)nc2c(C(N)=O)c(Nc3ccc(Cl)cc3)nn12	109
Cc1ccc(C(=O)Nc2ccc(CNCCN3CCOCC3)c(C(F)(F)F)c2)cc1C#Cc1cnc2cccnn12	-21*
O=c1c2ccccc2nc(N/N=C/c2ccc(Oc3ccc(Cl)cc3)cc2)n1-c1ccccc1	103
Cc1cc(-c2ccc3nc(N)sc3c2)nc2ccc3[nH]ncc3c12	26
CCCCCC(=O)Nc1ccc(S(=O)(=O)NO)cc1	63
CC(C)C(=O)C(CCN(C)C)c1ccncc1 (stereo unspecified)	85
COc1cc(-c2nc(-c3ccc(-c4nc5ccc(F)cc5[nH]4)cc3)no2)cc(OC)c1OC	13
O=c1[nH]c(NCc2ccccn2)nc2sc3c(c12)CCCC3	104
C=C1CC[C@@H]2[C@](C)(COC(C)=O)[C@@H](O)CC[C@@]2(C)[C@@H]1COc1ccc2ccc(=O)oc2c1	97
O=S(=O)(O)c1ccc(O)c(N=Nc2ccc(O)cc2O)c1	55
COc1ccc(-c2nnc(CNc3ccc(Cl)cc3)o2)cc1	102
CCCCC[C@@H](O)c1ccccc1[C@@H]1O[C@@H](CCC(=O)OC)[C@H](O)[C@H]1I	92
O=C1/C(=C\c2cccs2)SC(=S)N1CCc1ccc(O)cc1	67
CCN(CC)CCOC(=O)C1c2ccccc2-c2ccccc21	103
Cc1cc2n(n1)-c1c(cnn(C)c1=O)Oc1ccccc1-2	97
O=C(/C=C1\C=CN(CCCO)c2ccccc21)n1ccc2ccccc21	113
CNC(=O)c1cc(Oc2ccc3nc(NC(=O)Nc4ccc(F)cc4F)sc3c2)ccn1	98
COC1=CC(c2ccc[nH]2)=N/C1=C\c1[nH]c(C)c(C(=O)CCC(=O)NCCCOCCOCCOCCCNC(=O)CC[C@H](NC(=O)c2ccc(NCc3cnc4nc(N)[nH]c(=O)c4n3)cc2)C(=O)O)c1C	95
c1cc(CSc2ncnc3nc[nH]c23)ccn1	89
O=C1Nc2ccc(F)cc2/C1=C/c1cc(-c2ccc3c(c2)OCO3)n[nH]1	59
Cc1ccc(S(=O)(=O)Nc2cccc3[nH]c(C(F)(F)F)nc23)cc1	0.6*
N=c1c2cc(-c3ccccc3)oc2ncn1/N=C/c1ccc(Cl)cc1	116
C#C[C@@]1(O)[C@@H](CO)O[C@@H](n2ccc3c(N)ncnc32)[C@@H]1O	-25*
CCn1cc(C2=C(c3cn(CC)c4ccc(Br)cc34)C(=O)N(O)C2=O)c2cc(Br)ccc21	59

Next section
SMILES	HL-60(TB)
Cc1ccc(S(=O)(=O)/C(=C\c2ccc(Cl)cc2)C(=O)c2ccc(F)cc2)cc1	98
COc1cc(NC(=O)Nc2cnc(Cl)nc2Oc2cccc(C(F)(F)F)c2)cc(OC)c1	94
O=C(O)c1cccc(I)c1C(=O)O	95
CC[C@H](c1ccc(F)cc1)[C@@H](CC)c1ccc(F)cc1	61
O=C(O)c1ccc(N/N=C\c2cc(=O)[nH]c(=O)[nH]2)cc1	107
Cc1ccc2nsnc2c1NC(=O)Cn1c(-c2nonc2N)nc2ccccc21	98
O=Cc1ccc(O)cc1O	64
S=c1nc[nH]c2ccccc12	87
NNc1nc(-c2ccncc2)nc2sc3c(c12)CCCCCC3	84
COc1ccc2c(c1OC)C(=O)O[C@@H]2[C@H]1c2c(c(C=O)c3c(c2OC)OCO3)CCN1C	97
COc1cc2cc3c(nc2cc1OC)CCN3Cc1ccc(NC(=O)c2ccc(Cl)c(C(F)(F)F)c2)cc1	99
COc1ccc(/C=C(/C(=O)n2cnc3ccccc32)c2cc(OC)c(OC)c(OC)c2)cc1	74
O=S(=O)(NCCCNc1nccc(-c2c(-c3ccc(O)cc3)nc3sccn23)n1)c1ccc(F)cc1	-32*
Clc1nn2c(Cn3cnc4c(NCc5ccccc5)ncnc43)nnc2c2ccccc12	23
Cc1cc([N+](=O)[O-])ccc1N=O	103
O=S(=O)(NCCCNc1nccc(-c2c(-c3cccc(F)c3)nc3sccn23)n1)c1ccc(C(F)(F)F)cc1	127
NC(Cc1cccc(F)c1)C(=O)O (stereo unspecified)	74
CC(=O)NS(=O)(=O)c1ccc(OCCOc2ccc(S(=O)(=O)NC(C)=O)cc2)cc1	94
COc1ccc(C2C=C(c3cc(OC)c(OC)c(OC)c3)N=C3SC=C(C)N32)c(Br)c1 (stereo unspecified)	101
CC1(c2ccc(Cl)cc2)OC(=O)CC(=O)O1	75
CCCC[N+]1(C)CCN=C1Cc1ccccc1 (stereo unspecified)	89
CC(C)(C)NC(=O)[C@H]1CCC2C3CCC4NC(=O)C=C[C@]4(C)C3CC[C@@]21C (stereo partly specified)	110
CCc1c(C)[nH]c(=O)c(C(N)=O)c1C#N	102
Cc1occc1C(=O)NN1C(=O)/C(=C/C=C/c2ccc([N+](=O)[O-])o2)SC1=S	1.0*
O=S(=O)(Nc1ccc2[nH]ccc2c1)C(F)(F)F	104
Cc1cc(-c2cc(C)on2)no1	104
COc1ccc(-c2cc(/C=C3\C(=O)Nc4ccccc43)[nH]n2)cc1OC	88
C=C1CCC(=O)C(=C(C)C)c2c(C)cc3c(c21)C(=O)[C@H](C)C3	73
CC(C)(C)OC(=O)NCCn1cc(-c2nc(-c3c[nH]c4ncccc34)cs2)c2ccccc21	87
Cc1ccc(-c2nc(C#N)c(N(C)C)o2)cc1	92
CCOC(=O)C1(C(=O)OCC)COC(=O)C2(CC)OC21 (stereo unspecified)	116
CCOC(=O)c1c(Nc2ccccc2)nn2c(-c3ccccc3)c(C#N)cnc12	110
O=C(CCCCCNC(=O)C(=O)O)Nc1ccccc1	102
CN(C)S(=O)(=O)n1cnc([C@@H]2[C@H]3C(=O)OC[C@@H]3C[C@@]23N=CN(Cc2ccccc2)C3=O)c1	156
CCOC(=O)N1C[C@@H](C)N(C(=S)Nc2ccccc2)C[C@@H]1C	72
C=CCn1c(SCC(=O)Nc2ccc(C(=O)/C=C/c3ccc(Cl)cc3)cc2)nnc1-c1cc(OC)c(OC)c(OC)c1	98
Clc1ccc(Sc2nc(Cl)nc(NC3CCCC3)n2)cc1	84
Nc1nc2nonc2nc1Nc1ccccc1F	105
O=C1C=CC2(O)OC/C(=C\c3ccccc3)C(O)=C2C1=O (stereo unspecified)	4.6*
Cc1ccc(Oc2ccc([N+](=O)[O-])cc2)cc1	96
O=C(Nc1ccccc1O)c1ccc(-n2nc(-c3ccccc3)c3ccccc32)cc1	69
O=[N+]([O-])c1ccc(CSc2ncc(Br)c(SCc3ccc([N+](=O)[O-])cc3)n2)cc1	92
CCC(C#N)(C(N)=O)c1ccccc1 (stereo unspecified)	100
COC(CC(=O)O)CC(C)CC(C)(C)C (stereo unspecified)	104
COc1ccc2nc(-c3ccc(OC)c(OC)c3)cc(-c3nnc(SC/C(=N/O)c4ccccc4)o3)c2c1	102

Quoted from above, 17 compounds:
SMILES	HL-60(TB)
Cc1cc(-c2cc(C)on2)no1	104
COc1ccc(-c2cc(/C=C3\C(=O)Nc4ccccc43)[nH]n2)cc1OC	88
C=C1CCC(=O)C(=C(C)C)c2c(C)cc3c(c21)C(=O)[C@H](C)C3	73
CC(C)(C)OC(=O)NCCn1cc(-c2nc(-c3c[nH]c4ncccc34)cs2)c2ccccc21	87
Cc1ccc(-c2nc(C#N)c(N(C)C)o2)cc1	92
CCOC(=O)C1(C(=O)OCC)COC(=O)C2(CC)OC21 (stereo unspecified)	116
CCOC(=O)c1c(Nc2ccccc2)nn2c(-c3ccccc3)c(C#N)cnc12	110
O=C(CCCCCNC(=O)C(=O)O)Nc1ccccc1	102
CN(C)S(=O)(=O)n1cnc([C@@H]2[C@H]3C(=O)OC[C@@H]3C[C@@]23N=CN(Cc2ccccc2)C3=O)c1	156
CCOC(=O)N1C[C@@H](C)N(C(=S)Nc2ccccc2)C[C@@H]1C	72
C=CCn1c(SCC(=O)Nc2ccc(C(=O)/C=C/c3ccc(Cl)cc3)cc2)nnc1-c1cc(OC)c(OC)c(OC)c1	98
Clc1ccc(Sc2nc(Cl)nc(NC3CCCC3)n2)cc1	84
Nc1nc2nonc2nc1Nc1ccccc1F	105
O=C1C=CC2(O)OC/C(=C\c3ccccc3)C(O)=C2C1=O (stereo unspecified)	4.6*
Cc1ccc(Oc2ccc([N+](=O)[O-])cc2)cc1	96
O=C(Nc1ccccc1O)c1ccc(-n2nc(-c3ccccc3)c3ccccc32)cc1	69
O=[N+]([O-])c1ccc(CSc2ncc(Br)c(SCc3ccc([N+](=O)[O-])cc3)n2)cc1	92

The listing continues:
SMILES	HL-60(TB)
O=C(Nc1ncc(Cc2ccc(Cl)cc2)s1)C1=NCCCCN1	97
COc1ccc(/C(=C2\O[C@@H]([C@H](O)CO)[C@H]3OC(C)(C)O[C@@H]23)c2cc(OC)c(OC)c(OC)c2)cc1O	-2.8*
COc1ccc(N2N=C(c3ccc4c(c3)OCCO4)CC2c2cccc(NC(=O)CCCNS(=O)(=O)c3ccc(Cl)cc3)c2)cc1 (stereo unspecified)	75
Cc1cc(Nc2ccc(C)c(C)c2)nc(N)n1	99
CNC(=O)c1ccc2cc(OC)c(OC)cc2c1	97
C[n+]1cccc(C(=O)c2ccccc2)c1	88
COC(=O)/C=C1/Nc2ccc(Cl)cc2C(=O)NC1=O	95&98
O=C(NO)c1ccccc1	101
N#Cc1c(-c2ccco2)[nH]c(=S)[nH]c1=O	103
Cc1nc2cc(Nc3nc(Nc4ccc(F)cc4)nc(N4CCOCC4)n3)ccc2n1Cc1ccccc1	56
CC1(C)CC[C@]2(C#N)CC[C@]3(C)C(=CC[C@@H]4[C@@]5(C)CCC(=O)NC(C)(C)[C@@H]5CC[C@]43C)[C@@H]2C1	103
CC(=O)Nc1ccc(/C=N/NC(=O)C(=O)N/N=C/c2ccc(NC(C)=O)cc2)cc1	113
Cc1n(Cc2ccc3ccccc3c2)c2ccccc2[n+]1Cc1ccc2ccccc2c1	-60*
CCCCCCCCCC(=O)Oc1ccc(/C=C/c2cc(OC(=O)CCCCCCCCC)cc(OC(=O)CCCCCCCCC)c2)cc1	106
O=C(N/N=C/c1ccc([N+](=O)[O-])o1)c1cc([N+](=O)[O-])cc([N+](=O)[O-])c1O	93
NC(=O)C1CCCN(Cc2c[nH]c3ccccc23)C1 (stereo unspecified)	102
CC(C)(C)NC(=O)Nc1ncccc1OCc1ccccc1Cl	50
COc1cc(C(=O)n2nc(-c3cc(OC)c(OC)c(OC)c3)nc2N)cc(OC)c1OC	68
Cc1ccc(C2C3CSCN3[C@@]3(C(=O)Nc4ccccc43)C2C(=O)c2nc3ccccc3[nH]2)cc1 (stereo partly specified)	96
Nc1c(C(=O)c2ccccc2)sc2nc(-c3cnccn3)cc(-c3cccs3)c12	108
O=C(NC1CCCCC1)Oc1ccccc1-c1ccccc1	109

Looked up by structure from above (2):
SMILES	HL-60(TB)
Cc1ccc(C2C3CSCN3[C@@]3(C(=O)Nc4ccccc43)C2C(=O)c2nc3ccccc3[nH]2)cc1 (stereo partly specified)	96
COc1cc(C(=O)n2nc(-c3cc(OC)c(OC)c(OC)c3)nc2N)cc(OC)c1OC	68

These rows are one share of the data. The share of hits here may be higher or lower than overall.
